Bioassay records: PubChem, several laboratories
PLC-beta3 inh: inhibitors of human phospholipase C beta3; Q01970; Purified PLC-beta3, fluorogenic substrate, fluorescence; inhibition, % at 12.2 µM; 370,000 compounds, 0.18% hits; AID 720704; in the data active means inhibition above about 11%;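 further: 0% = median of compound wells on plate and 100% = full blocker control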
hgDAF12 agonist: hgDAF-12 agonism, primary luciferase screen; HEK293 GAL4-hgDAF12 UAS-luciferase reporter, agonist luminescence; normalized to butyrate control; activation, % at 6.8 µM; 370,000 compounds, 1.8% hits; AID 687014;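 active means activation above a cutoff set at the mean of all screened compounds plus 3 SD, cut at about 10% in these data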;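 further: 0% = DMSO wells and 100% = sodium butyrate wells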
HGIII-sPLA2 inh: Inhibits HGIII-sPLA2 liposome hydrolysis, primary screen. Q9NZ20. QFRET BODIPY PC-A2 liposome hydrolysis, fluorescence. inhibition, % at 12.2 µM. 370,000 compounds, 0.56% hits. AID 743126;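 active means inhibition above mean plus 3 SD of compounds lying within the high and low control bounds, cut at about 19% in these data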;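 further: 0% = median of test compound wells and 100% = no enzyme DMSO wells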
DAX1 inh-1: inhibitors of DAX1 repression of SF-1 activated StAR promoter. HEK293T StAR-luciferase reporter, SF-1/DAX-1 repression relief. inhibition, % at 6.8 µM. 370,000 compounds, 1.1% hits. AID 652010;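 active means inhibition above the mean over all tested compounds plus 3 SD, cut at about 3.6% in these data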;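 further: 0% = DAX-1 cells with DMSO and 100% = cells lacking DAX-1 with DMSO; higher inhibition means more luminescence from relief of DAX-1 repression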
PG9 binder: PG9 antibody binding by small molecule; 360,000 compounds, 0.43% hits; TR-FRET gp120-PG9 antibody binding; inhibition, % at 6.7 µM; AID 624416; in the data active means inhibition above about 8.5%
hcDAF12 agonist: H. contortus DAF-12 activation, primary screen; HEK293 hcDAF-12 lit1-tk-luc reporter, luminescence; 0% DMSO, 100% Δ7-dafachronic acid; activation, % at 6.8 µM; 370,000 compounds, 1.4% hits;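 active means activation above the mean of all tested compounds plus 3 SD, cut at about 5.5% in these data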;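 further: 100% = response to 3 µM Δ7-dafachronic acid high control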
ssDAF12 agonist: activates DAF-12 receptor from parasite S. stercoralis; HEK293 ssDAF-12/GRIP1 lit1-tk-luc reporter, luminescence; % of 3 µM dafachronic acid response; activation, % at 6.8 µM; 370,000 compounds, 1% hits;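 active means activation above the mean over all tested compounds plus 3 SD, cut at about 0.9% in these data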;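 further: 0% = DMSO-only wells and 100% = 3 µM delta7-dafachronic acid wells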
Rev-erbA mod: Rev-erb alpha (human) modulation; P20393; AID 1259318; Rev-erbα–FITC-DNA binding, fluorescence polarization, 90 min; 370,000 compounds, 0.79% hits; activity, % at 10 µM;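 active means activity above about 14%, limit read from the data; passing the limit was not always enough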;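 further: 0% = DMSO wells with 35 nM protein and 100% = DMSO wells with 750 nM protein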
Target sequence (P20393 whole entry, looked up): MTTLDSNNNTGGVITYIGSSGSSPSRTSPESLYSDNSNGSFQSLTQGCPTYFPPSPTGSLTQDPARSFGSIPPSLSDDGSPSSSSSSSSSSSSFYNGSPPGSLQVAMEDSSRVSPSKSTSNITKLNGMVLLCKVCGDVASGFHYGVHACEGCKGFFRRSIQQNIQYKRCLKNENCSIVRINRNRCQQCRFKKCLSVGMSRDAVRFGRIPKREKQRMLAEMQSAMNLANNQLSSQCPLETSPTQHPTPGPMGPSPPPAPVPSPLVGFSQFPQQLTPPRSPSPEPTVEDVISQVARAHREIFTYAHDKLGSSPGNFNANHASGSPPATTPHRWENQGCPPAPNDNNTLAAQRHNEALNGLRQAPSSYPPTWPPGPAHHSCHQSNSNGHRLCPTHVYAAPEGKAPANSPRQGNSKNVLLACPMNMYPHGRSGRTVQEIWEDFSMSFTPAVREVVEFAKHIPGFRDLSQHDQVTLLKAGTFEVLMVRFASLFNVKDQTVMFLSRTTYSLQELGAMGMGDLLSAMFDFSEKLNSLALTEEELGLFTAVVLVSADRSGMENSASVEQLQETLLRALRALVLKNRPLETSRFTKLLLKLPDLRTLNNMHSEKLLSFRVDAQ
SMARCA2 act: increases SMARCA2 function in MMTV reporter cells; MG213 cells, MMTV-luciferase reporter, dexamethasone, overnight; activation, % at 9.1 µM; 370,000 compounds, 1% hits; in the data active means activation above about 7.8%;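 further: 0% = vehicle wells and 100% = reference activator wells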
GAA850 FXN act: frataxin GAA850 promoter activation; HEK293 lucGAA850 FXN promoter luciferase reporter, 24 h; percent of 10 µM SAHA response; activation, % at 6 µM; 360,000 compounds, 0.56% hits;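 active means activation above the average of all compounds screened plus 3 SD, cutoff fixed separately per campaign, cut at about 7.5% in these data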;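 further: 0% = DMSO wells and 100% = 10 µM SAHA wells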
DAX1 inh-2: inhibits human nuclear receptor DAX1; P51843; HEK293 Gal4-DAX1 luciferase reporter, luminescence; inhibition, % at 6.75 µM; 340,000 compounds, 0.99% hits; AID 504766;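 active means inhibition above the mean over all tested compounds plus 3 SD, cut at about 4.2% in these data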;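 further: 0% = DAX1-transfected cells with DMSO and 100% = empty-vector control cells with DMSO; inhibition shows as a rise in luminescence from relieved DAX1 repression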
Target sequence (P51843 207-470 limits assumed): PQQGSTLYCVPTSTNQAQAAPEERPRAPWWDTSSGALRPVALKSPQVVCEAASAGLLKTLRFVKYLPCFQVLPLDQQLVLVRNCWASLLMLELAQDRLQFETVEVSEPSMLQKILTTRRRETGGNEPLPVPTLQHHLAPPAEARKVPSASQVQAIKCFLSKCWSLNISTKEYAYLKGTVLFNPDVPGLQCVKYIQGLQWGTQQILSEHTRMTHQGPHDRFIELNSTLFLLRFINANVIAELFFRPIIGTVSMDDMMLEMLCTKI
An asterisk follows results filed as active.

What do the screens show for `CCOc1ccccc1C(=O)NC(C(=O)Nc1cccnc1)C(C)C` (centres undefined)?
PLC-beta3 inh: 2; hgDAF12 agonist: 0.8; HGIII-sPLA2 inh: 0; DAX1 inh-1: -0.2; PG9 binder: -0.9; hcDAF12 agonist: -0.5; ssDAF12 agonist: -1.1; Rev-erbA mod: 0; SMARCA2 act: -1; GAA850 FXN act: -0.9; DAX1 inh-2: 0.1

What do the screens show for `CCOC(=O)C1=C(C)N=c2s/c(=C\c3ccncc3)c(=O)n2C1c1ccc2c(c1)OCO2` (centres undefined)?
PLC-beta3 inh: -24; hgDAF12 agonist: -2.7; HGIII-sPLA2 inh: -1; DAX1 inh-1: -1.1; PG9 binder: 0.5; hcDAF12 agonist: -1.3; ssDAF12 agonist: -1.7; Rev-erbA mod: 2; SMARCA2 act: -1; GAA850 FXN act: -1.8; DAX1 inh-2: -0.8

What do the screens show for `Cc1nnc(NC(=O)CSc2nc3[nH]ncc3c(=O)[nH]2)s1`?
PLC-beta3 inh: -1; hgDAF12 agonist: -2.2; HGIII-sPLA2 inh: 1; DAX1 inh-1: -0.8; PG9 binder: -2.6; hcDAF12 agonist: -1.2; ssDAF12 agonist: -1.5; Rev-erbA mod: 5; SMARCA2 act: 0; GAA850 FXN act: 3.4; DAX1 inh-2: -0.4

How did Oc1ccc(O)c(Cc2nc3ccccc3[nH]2)c1 do in these assays?
PLC-beta3 inh: -5; hgDAF12 agonist: -1.6; HGIII-sPLA2 inh: -1; DAX1 inh-1: 0.0; PG9 binder: -0.2; hcDAF12 agonist: 4.9; ssDAF12 agonist: -0.4; Rev-erbA mod: -3; SMARCA2 act: 2; GAA850 FXN act: 2.9; DAX1 inh-2: 3.7

Results for CCCCn1nnnc1C(c1ccccc1OC(F)(F)F)N1CCN(C/C=C/c2ccccc2)CC1 (centres undefined) ?
PLC-beta3 inh: -1; hgDAF12 agonist: 5.2; HGIII-sPLA2 inh: -17; DAX1 inh-1: -0.3; PG9 binder: -0.3; hcDAF12 agonist: -1.7; ssDAF12 agonist: -1.5; Rev-erbA mod: 0; SMARCA2 act: -1

Results for O=c1oc2ccccc2c(Nc2ccc(O)cc2)c1[N+](=O)[O-] ?
PLC-beta3 inh: 3; hgDAF12 agonist: -2.7; HGIII-sPLA2 inh: -6; DAX1 inh-1: 0.2; PG9 binder: -0.7; hcDAF12 agonist: 1.3; ssDAF12 agonist: -1.0; Rev-erbA mod: 1; SMARCA2 act: 1; GAA850 FXN act: 0.9; DAX1 inh-2: -1.1

How did CCOc1cc(/C=N/NC(=O)c2cccnc2)ccc1OC(=O)c1ccco1 do in these assays?
PLC-beta3 inh: 3; hgDAF12 agonist: 3.3; HGIII-sPLA2 inh: -1; DAX1 inh-1: -1.2; PG9 binder: 1.2; hcDAF12 agonist: 1.7; ssDAF12 agonist: -1.2; Rev-erbA mod: -2; SMARCA2 act: 4; GAA850 FXN act: -1.1; DAX1 inh-2: -1.1

What do the screens show for `CCN(CC(=O)N1CCCC1)S(=O)(=O)c1ccc(Br)cc1`?
PLC-beta3 inh: -2; hgDAF12 agonist: 1.0; HGIII-sPLA2 inh: 4; DAX1 inh-1: 0.0; PG9 binder: -1.8; hcDAF12 agonist: 0.2; ssDAF12 agonist: -1.1; Rev-erbA mod: -7; SMARCA2 act: 4; GAA850 FXN act: 0.8; DAX1 inh-2: -0.8

How did CCCCN1C(=O)N2Cc3ccc(C)cc3C2CS1(=O)=O (centres undefined) do in these assays?
PLC-beta3 inh: 1; hgDAF12 agonist: 6.3; HGIII-sPLA2 inh: 3; DAX1 inh-1: 1.9; hcDAF12 agonist: 1.9; ssDAF12 agonist: -1.2; Rev-erbA mod: 3; SMARCA2 act: 2

Results for CCOC(=O)c1[nH]c(=O)[nH]c1CSc1nc(C)cc(C)n1 ?
PLC-beta3 inh: -1; hgDAF12 agonist: 0.9; HGIII-sPLA2 inh: 1; DAX1 inh-1: -0.5; PG9 binder: 0.4; hcDAF12 agonist: -0.6; ssDAF12 agonist: -0.9; Rev-erbA mod: 4; SMARCA2 act: 1; GAA850 FXN act: -0.8; DAX1 inh-2: -0.2

Results for N#Cc1ccc(NC(=O)COC(=O)CCc2ccc(S(=O)(=O)N3CCCCC3)cc2)cc1 ?
PLC-beta3 inh: 1; hgDAF12 agonist: -3.0; HGIII-sPLA2 inh: -21; DAX1 inh-1: 0.1; PG9 binder: -1.2; hcDAF12 agonist: -2.0; ssDAF12 agonist: -0.8; Rev-erbA mod: 6; SMARCA2 act: 1; GAA850 FXN act: 1.5; DAX1 inh-2: -0.6

How did CCN1C[C@@H]2[C@@H]3C(=O)N(C)C(=O)[C@@H]3[C@](CC)(C1=O)N2C(=O)c1ccc(Cl)cc1 do in these assays?
PLC-beta3 inh: 2; hgDAF12 agonist: 0.6; HGIII-sPLA2 inh: 2; DAX1 inh-1: 0.2; PG9 binder: -1.0; hcDAF12 agonist: -0.2; ssDAF12 agonist: -1.2; Rev-erbA mod: 2; SMARCA2 act: 0; GAA850 FXN act: -1.3; DAX1 inh-2: 0.5

How did COc1ccc(NC2CCCN(C(=O)CCC(=O)c3ccc(F)cc3)C2)cc1 (centres undefined) do in these assays?
PLC-beta3 inh: -11; hgDAF12 agonist: 0.9; HGIII-sPLA2 inh: 8; DAX1 inh-1: 0.5; PG9 binder: 0.3; hcDAF12 agonist: 0.4; ssDAF12 agonist: -1.1; Rev-erbA mod: -6; SMARCA2 act: -1; GAA850 FXN act: 3.8; DAX1 inh-2: -0.5

What do the screens show for `Cc1c(NS(=O)(=O)c2ccc(S(=O)(=O)c3ccccc3)s2)c(=O)n(-c2ccccc2)n1C`?
PLC-beta3 inh: -9; hgDAF12 agonist: 0.0; HGIII-sPLA2 inh: -14; DAX1 inh-1: 0.0; PG9 binder: -0.3; hcDAF12 agonist: -1.5; ssDAF12 agonist: -1.0; Rev-erbA mod: 0; SMARCA2 act: -1; GAA850 FXN act: -0.2; DAX1 inh-2: 1.8

How did Cc1ccc(S(=O)(=O)N/N=C\c2ccc(Cl)c([N+](=O)[O-])c2)cc1 do in these assays?
PLC-beta3 inh: 0; hgDAF12 agonist: -0.8; HGIII-sPLA2 inh: 1; DAX1 inh-1: 0.0; PG9 binder: 0.2; hcDAF12 agonist: -2.6; ssDAF12 agonist: -1.3; Rev-erbA mod: 2; SMARCA2 act: 11*; GAA850 FXN act: 0.9; DAX1 inh-2: -1.3

What do the screens show for `O=C(COc1ccc(Cl)cc1)N(Cc1ccc(F)cc1)C1CCS(=O)(=O)C1` (centres undefined)?
PLC-beta3 inh: -3; hgDAF12 agonist: -3.2; HGIII-sPLA2 inh: -10; DAX1 inh-1: 0.6; PG9 binder: -0.9; hcDAF12 agonist: -0.8; ssDAF12 agonist: -1.2; Rev-erbA mod: -1; SMARCA2 act: -2; GAA850 FXN act: 1.6; DAX1 inh-2: 0.6

What do the screens show for `CSc1ccc(S(=O)(=O)NCC(=O)OCC(=O)N(C)CC(=O)Nc2ccccc2Cl)cc1[N+](=O)[O-]`?
PLC-beta3 inh: -7; hgDAF12 agonist: 0.8; HGIII-sPLA2 inh: -18; DAX1 inh-1: -0.1; PG9 binder: 1.2; hcDAF12 agonist: 0.4; ssDAF12 agonist: -1.1; Rev-erbA mod: -2; SMARCA2 act: -1; GAA850 FXN act: 0.2; DAX1 inh-2: 0.1

Results for O=C(NC(Cc1ccccc1)C(=O)NCCc1ccccn1)c1ccccc1 (centres undefined) ?
PLC-beta3 inh: -10; hgDAF12 agonist: -0.9; HGIII-sPLA2 inh: 5; DAX1 inh-1: 0.2; PG9 binder: -0.7; hcDAF12 agonist: 0.4; ssDAF12 agonist: -0.8; Rev-erbA mod: -2; SMARCA2 act: -4; GAA850 FXN act: -0.7; DAX1 inh-2: -0.2

Results for O=C(Nc1ccc(S(=O)(=O)N2CCOCC2)cc1)c1cccc([N+](=O)[O-])c1 ?
PLC-beta3 inh: -3; hgDAF12 agonist: -2.7; HGIII-sPLA2 inh: 2; DAX1 inh-1: -1.1; PG9 binder: -1.3; hcDAF12 agonist: -2.4; ssDAF12 agonist: -0.9; Rev-erbA mod: 2; SMARCA2 act: -3; GAA850 FXN act: -1.0; DAX1 inh-2: 0.2

What do the screens show for `O=C(/C=C/c1cn(-c2ccccc2)nc1-c1cccnc1)c1ccco1`?
PLC-beta3 inh: -78; hgDAF12 agonist: -6.8; HGIII-sPLA2 inh: -30; DAX1 inh-1: -4.4; PG9 binder: -0.1; hcDAF12 agonist: -3.3; ssDAF12 agonist: -2.8; Rev-erbA mod: -3; SMARCA2 act: 0; GAA850 FXN act: -0.4; DAX1 inh-2: -1.8

What do the screens show for `CCOc1ccc(C(=O)NC(=S)Nc2ccc(NC(=O)C(C)C)cc2)cc1[N+](=O)[O-]`?
PLC-beta3 inh: 3; hgDAF12 agonist: 0.4; HGIII-sPLA2 inh: 9; DAX1 inh-1: -0.3; PG9 binder: 0.4; hcDAF12 agonist: -0.2; ssDAF12 agonist: -1.3; Rev-erbA mod: 1; SMARCA2 act: -3; GAA850 FXN act: 0.3; DAX1 inh-2: -1.1

What do the screens show for `OC(COc1ccc(Br)cc1)CN1CCC(Cc2ccccc2)CC1` (centres undefined)?
PLC-beta3 inh: -5; hgDAF12 agonist: 1.7; HGIII-sPLA2 inh: -6; DAX1 inh-1: -0.4; PG9 binder: -0.2; hcDAF12 agonist: 0.6; ssDAF12 agonist: -1.2; Rev-erbA mod: -4; SMARCA2 act: -2; GAA850 FXN act: -1.6; DAX1 inh-2: 0.6

How did COc1ccc(OC)c(NS(=O)(=O)c2ccc(SC)cc2)c1 do in these assays?
PLC-beta3 inh: 3; hgDAF12 agonist: 3.2; HGIII-sPLA2 inh: -3; DAX1 inh-1: -1.5; PG9 binder: 1.0; hcDAF12 agonist: -1.0; ssDAF12 agonist: -0.9; Rev-erbA mod: 0; SMARCA2 act: -2; GAA850 FXN act: -3.5; DAX1 inh-2: -2.1

How did O=C(CN1CCN(c2ccccc2F)CC1)NC(=O)NC1CCCCC1 do in these assays?
PLC-beta3 inh: 0; hgDAF12 agonist: -1.3; HGIII-sPLA2 inh: 3; DAX1 inh-1: -0.5; PG9 binder: -1.3; hcDAF12 agonist: -0.4; ssDAF12 agonist: -1.1; Rev-erbA mod: -3; SMARCA2 act: -1; GAA850 FXN act: 1.3; DAX1 inh-2: -0.8

Results for Cc1ccc(-c2csc(NC(=O)C[n+]3cc(-c4ccc(C)cc4)n4c3CCC4)n2)cc1 ?
PLC-beta3 inh: -4; hgDAF12 agonist: 0.7; HGIII-sPLA2 inh: -7; DAX1 inh-1: 0.6; PG9 binder: -0.1; hcDAF12 agonist: -0.8; ssDAF12 agonist: -1.0; Rev-erbA mod: 1; SMARCA2 act: 0; GAA850 FXN act: 0.7; DAX1 inh-2: 3.2
